Assay outcomes from PubChem.
A549 tox – counter-screen for Nrf2 inhibitors: cytotoxicity in A549 cells; 390,000 tested, 0.16% active; A549 ARE-Fluc cells, CellTiter-Fluor viability, 18-24 h; Potency, µM (titrated, usually from 46 µM), for the others: at the top dose activity change, negative = cytotoxicity, usual class: inhibitors; also: potency is read from the fitted curve at half-maximal effect; % is scaled to controls: 0 for no effect and ±100 for the full control effect
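Cytotoxicity counterscreen: CellTiter-Fluor fluorescence was measured in A549 ARE_Fluc cells after 18-24 h of compound exposure in a concentration series. The subsequent BugLite luminescent read reports ARE-luciferase activity.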
S2 tox – reduces viability in counter-screen for ATXN expression inhibitors; 400,000 tested, 0.49% active; Potency, µM (top dose mostly 56.7 µM), hits mostly cytotoxic; AID 651635; S2 cells (HEK-293 line with an ATXN2-luciferase reporter) viability, CellTiter-Fluor protease fluorescence, 24 h; also: potency is read from the fitted curve at half-maximal effect; nearly all actives have a fitted effect of over 40% in size
Nrf2 inh – inhibitors of Nrf2 signaling. 360,000 tested, 2.1% active. A549 ARE-Fluc reporter, luciferase luminescence, 18-24 h. Potency, µM (titrated, usually from 46 µM), without a hit: at the highest dose activity change, negative = inhibition, most hits filed as inhibitors; also: potency is read from the fitted curve at half-maximal effect; % is scaled to controls: 0 for no effect and ±100 for the full control effect; nearly all actives have a fitted effect of over 60% in size
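Two sequential reads on A549 ARE_Fluc cells exposed to compound for 18-24 h: a CellTiter-Fluor fluorescence read for viability, then a luciferase luminescence read for Nrf2/ARE activity.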
EPAC2 agonist – activates human EPAC2 exchange factor | EPAC2 activation, biochemical qHTS; response scale: 100% = 6.5 mM cAMP response | Potency, µM (highest dose often 154 µM), inactives show at the top dose activation, actives largely listed as activators | 360,000 tested, 0.079% active; also: potency is read from the fitted curve at half-maximal effect; nearly all actives have a fitted effect of over 50% in size
Target sequence (Q8WZA2 whole entry, looked up): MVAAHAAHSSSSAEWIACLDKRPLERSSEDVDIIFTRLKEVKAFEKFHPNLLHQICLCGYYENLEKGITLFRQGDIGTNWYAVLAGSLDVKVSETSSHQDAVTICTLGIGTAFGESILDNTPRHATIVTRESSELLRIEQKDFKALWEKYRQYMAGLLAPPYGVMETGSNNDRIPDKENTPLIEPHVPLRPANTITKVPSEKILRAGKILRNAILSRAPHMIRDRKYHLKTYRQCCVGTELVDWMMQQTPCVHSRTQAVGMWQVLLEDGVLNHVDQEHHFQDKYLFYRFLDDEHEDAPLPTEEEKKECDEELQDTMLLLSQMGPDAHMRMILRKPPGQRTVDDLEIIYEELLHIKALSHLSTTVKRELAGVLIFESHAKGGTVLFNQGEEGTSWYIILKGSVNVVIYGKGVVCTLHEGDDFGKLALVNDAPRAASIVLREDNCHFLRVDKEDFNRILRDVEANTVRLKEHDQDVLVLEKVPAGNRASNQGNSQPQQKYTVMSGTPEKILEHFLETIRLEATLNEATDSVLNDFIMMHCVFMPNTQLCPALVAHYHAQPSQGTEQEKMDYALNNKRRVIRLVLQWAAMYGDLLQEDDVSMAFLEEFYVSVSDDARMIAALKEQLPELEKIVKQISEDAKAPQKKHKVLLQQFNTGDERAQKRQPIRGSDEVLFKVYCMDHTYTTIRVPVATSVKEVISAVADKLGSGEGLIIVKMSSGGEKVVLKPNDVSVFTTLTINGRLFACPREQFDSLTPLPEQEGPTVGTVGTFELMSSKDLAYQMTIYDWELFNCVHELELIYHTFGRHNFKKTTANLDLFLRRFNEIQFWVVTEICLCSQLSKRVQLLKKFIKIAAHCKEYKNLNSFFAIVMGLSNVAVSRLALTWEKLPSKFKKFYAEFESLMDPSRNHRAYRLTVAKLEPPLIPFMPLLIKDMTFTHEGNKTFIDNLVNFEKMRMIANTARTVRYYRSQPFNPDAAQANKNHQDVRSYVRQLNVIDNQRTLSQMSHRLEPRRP
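qHTS, titration series. 100 nM EPAC2 / 250 nM Rap1B-BODIPY-GDP / 50 uM GDP; RT; ex 480/em 540 nm, 5-min reads to 30 min. Norm. to 6.5 mM cAMP = activation.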
ATXN2 expr inh – ATXN2 expression inhibition | 360,000 tested, 0.72% active | Potency, µM (doses to about 57 µM), inactives show top-dose activity change, negative = inhibition, actives largely listed as inhibitors | AID 1745845 | HEK-293 ATXN2-luciferase reporter, luminescence, 24 h; also: potency is read from the fitted curve at half-maximal effect; % is scaled to controls: 0 for no effect and ±100 for the full control effect; nearly all actives have a fitted effect of over 55% in size
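ATXN2-luciferase reporter cells (luciferase flanked by upstream and downstream ATXN2 gene portions) were treated 24 h at 37 °C with compounds at up to 57 uM. SteadyGlo luminescence gave expression; GF-AFC fluorescence gave viability.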
HepG2 tox – HepG2 cytotoxicity, counter-screen for TGF-b inhibitors; HepG2 CAGA-GFP viability, ATP luminescence, 18 h; 410,000 tested, 0.76% active; Potency, µM (series often up to 46.1 µM), without a hit: at the highest dose activity change, negative = cytotoxicity, most hits filed as cytotoxic; AID 588856; also: potency is read from the fitted curve at half-maximal effect; some results filed as inactive show a strong effect at the top dose
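HepG2 CAGA-GFP cells (1000/well, DMEM with 1% FBS) received compound, then TGF-beta at 500 pg/mL final, and were incubated 18 hours at 37 degrees C. Viability was read by CellTiter-Glo luminescence. Media-only wells were set as complete cell-killing and DMSO as no toxicity.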
TGFb SMAD3 inh – inhibitors of TGF-b signaling | HepG2 CAGA-GFP TGF-b/SMAD3 reporter, GFP fluorescence, 18 h; TGF-beta stimulated, 500 pg/mL final | Potency, µM (highest dose often 46.1 µM), inactives show at the top dose activity, negative = inhibition, hits mostly inhibitors | 410,000 tested, 1.2% active | AID 588855; also: potency is read from the fitted curve at half-maximal effect; % is scaled to controls: 0 for no effect and ±100 for the full control effect; nearly all actives have a fitted effect of over 65% in size
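HEPG2 CAGA-GFP reporter cells (1000/well, DMEM with 1% FBS) received compounds, then recombinant TGF-beta at 500 pg/mL final for 18 hours at 37 degrees C. Per-cell GFP summed per well was normalised to unstimulated and stimulated DMSO controls before curve fitting.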
Nrf2 activator – Nrf2 pathway activation; AREc32 ARE-luciferase reporter (MCF7-derived line), luminescence, 24 h; Potency, µM (titrated, usually from 46.1 µM), inactives show at the highest dose activation, most hits filed as activators; 410,000 tested, 0.31% active; AID 624171; also: potency is read from the fitted curve at half-maximal effect; % of control where 0% means no effect; nearly all actives have a fitted effect of over 65% in size
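Cells of the AREc32 ARE-luciferase line are plated in OPTI-MEM containing 5% FBS and left overnight at 37 deg C. Compounds are pinned in, incubation continues 24 hr, and firefly luciferase signal is then measured.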
IL2 activator – activators of IL-2; IL-2 activation reporter assay, cell-based qHTS; stimulated with anti-CD3/CD4/CD28 beads; in transgenic mouse T cells; activation, % (series mostly up to about 46 µM); AID 652025; 360,000 tested, 0.065% active; in the data active = activation above about 50%; inconclusive = mostly about 30% to 49%; also: 0% is about no effect
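Unstimulated transgenic mouse T cells; 60-min compound exposure; bead-based TCR/CD4/CD28 stimulation; 18 h culture, 37 degrees C; dual fluorescence (EGFP, DsRed) plate cytometry.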
* = called active by the depositor; i = inactive; u = inconclusive; x = no result given; [ ] = remark or other dose. Unless noted, calls follow the shape of the dose curve; as a rule, active = well fitted curve in the direction sought with a large enough effect; inconclusive = small, poorly fitted or top-dose-only effect, or another doubt; inactive = no such curve, though single readings can be large; an effect the other way counts as inactive or inconclusive.

Below each compound – A549 tox	S2 tox	Nrf2 inh	EPAC2 agonist	ATXN2 expr inh	HepG2 tox	TGFb SMAD3 inh	Nrf2 activator	IL2 activator
CC(C)NC(=O)C1CCC(Cn2c(=O)c3sccc3n(CC(=O)N3CCCC3)c2=O)CC1 (centres undefined)
 : 12%	i	u	x	1%	13%	-24%	0.3%	x
C/C(=N\NC(=O)CSCc1ccc(Cl)cc1)c1ccc(NC(=O)c2ccccc2)cc1
 : -10%	u	u	-14%	-22%	3%	15%	-0.5%	-0.5
COc1cccc(C(=O)O)c1OS(=O)(=O)c1ccc(C)cc1
 : x	i	x	10%	x	-4%	4%	-1.2%	-3.2
Cn1cccc1Cc1nnc(SCC(=O)NCC2CCCO2)n1-c1ccc(F)cc1 (centres undefined)
 : 0%	i	4%	6%	2%	-20%	-8%	0.0%	-1.7
COc1ccc(/C=C/C(=O)NC(=S)NCC2CCCO2)cc1 (centres undefined)
 : -4%	i	4%	-3%	3%	18%	-3%	10%	-0.4
Cc1cc(C)cc(Nc2nc3ccccc3c(=O)[nH]2)c1
 : -3%	i	u	-4%	13%	-30%	u	4.9%	-0.5
CC(C)CC(N)c1csc(Nc2ccc(C(=O)NCCO)cc2)n1 (centres undefined)
 : x	i	x	7%	0%	-6%	1%	0.3%	0.2
CCCS(=O)(=O)N1CCC(C(=O)NCc2ccccc2Cl)CC1
 : -6%	u	4%	2%	7%	4%	-15%	-0.3%	0.3
COC(=O)c1[nH]c2c(c1C)C(=O)CC(c1cccs1)C2 (centres undefined)
 : u	i	-8%	-4%	4%	-14%	u	0.5%	-2.0
COc1ccc(OC)c(NC(=O)c2ccc(CSc3nnc(C)s3)cc2)c1
 : 6%	i	26µM*	12%	-11%[11.3 µM]	2%	1%	0.2%	-0.1
Cc1ccc(NC(=O)CSc2n[nH]c(C)c2[N+](=O)[O-])cc1C
 : -8%	i	-1%	0%	1%	-23%	0%	3.1%	2.0
Cc1ccc2c(c1)c(=O)c1ccccc1n2CCCC(=O)Nc1ccc(Cl)c(Cl)c1
 : -13%	i	u	x	2%	-3%	u	-0.6%	x
COCc1nc2oc3ccc(F)cc3c(=O)c2cc1C(=O)OC
 : 4%	i	u	11%	23%	-25%	-16%	2.4%	-4.7
O=C(COC(=O)c1ccc(F)c(S(=O)(=O)N2CCOCC2)c1)Nc1ccc2[nH]c(=O)[nH]c2c1
 : -1%	i	2%	6%	7%	9%	-12%	0.1%	0.6
COc1ccc(/C=N/Nc2cc(=O)n(C)c(=O)n2C)cc1OC
 : 0%	i	8%	-2%	8%	-1%	17%	4.1%	-0.1
Cc1cc(=O)oc2cc(OC(C)C(=O)NC3(C#N)CCCCC3)ccc12 (centres undefined)
 : -1%	i	-4%	7%	0%	4%	2%	-0.4%	-0.6
CN(C)S(=O)(=O)c1ccc(C(=O)NC2CC(=O)N(c3ccc4c(c3)OCCO4)C2)cc1 (centres undefined)
 : -1%	i	x	x	-5%	3%	1%	0.3%	x
Cc1nc(NC(=O)C2CC2)sc1C(=O)Nc1ccc(Br)cc1
 : 7%	i	-24%	3%	-38%	-50%	u	3.0%	-1.0
COc1ccc(C2C(C(=O)c3ccco3)=C(O)C(=O)N2c2nnc(C)s2)cc1 (centres undefined)
 : -28%	x	-3%	-5%	11%	2%	0%	0.3%	-2.0
C=C(C)CSc1nnc(-c2cccc(Cl)c2)n1N
 : x	i	25%	3%	0%	-10%	-22%	0.2%	-0.6
CCOc1cnn(Cc2ccccc2)c(=O)c1SCc1ccccc1
 : 4%	i	u	15%	-7%	13%	7%	0.0%	-0.3
CC(=O)c1cccc(NC(=O)Nc2ccc3c(c2)CCC3)c1
 : 5%	i	5%	0%	35%[activator]	-4%	0%	0.1%	-3.7
CCn1c2ccccc2c2nnc(SCC(=O)OCN3C(=O)c4ccccc4C3=O)nc21
 : -2%	i	12%	-82%[15.6 µM]	-2%	4%	10%	-0.3%	0.2
COc1ccc(C(=O)Nn2cnc3ccccc3c2=O)c(OC)c1
 : 1%	i	u	7%	36%[activator]	16%	27%	-0.4%	1.5
CN(C)S(=O)(=O)Nc1ccccn1
 : -2%	i	-10%	2%	x	3%	-29%	-0.1%	-1.8
COc1ccc(N(C(=O)Cn2nnc3ccccc32)C(C(=O)NCc2ccco2)c2cccnc2)cc1 (centres undefined)
 : 13%	i	37%	3%	-8%	7%	4%	0.0%	0.3
COc1ccc(N(C(=O)CCl)C(C(=O)NCCc2ccccc2)c2cccs2)cc1 (centres undefined)
 : -22%	13µM*	-26%	3%	28µM*	16µM*	u	u	-0.7
O=C1CSC(c2ccc([N+](=O)[O-])cc2)N1c1ccccc1 (centres undefined)
 : 4%	i	u	7%	9%	-13%	0%	-0.8%	0.2
CC(=O)Nc1ccc(S(=O)(=O)NNC(=S)NCC2CCCO2)cc1 (centres undefined)
 : 11%	i	0%	11%	-8%	5%	-5%	3.2%	-1.0
CN(C)c1ccc(C2OC(=O)C(C)(C)C(=O)C2(C)C)cc1 (centres undefined)
 : -3%	i	6%	-26%	-4%	-1%	6%	-0.9%	-0.6
CSCCC(NC(=O)C12CC3CC(CC(C3)C1)C2)C(=O)OCC(=O)c1ccc(Cl)cc1 (centres undefined)
 : 2%	i	-3%	-5%	-10%	1%	1%	0.3%	-1.1
N#Cc1c(C(F)(F)F)cc(-c2ccccc2)nc1SCCN1CCOCC1
 : -2%	i	u	3%	1%	-5%	1%	12%	-0.3
O=C(NCCCN1CCN(c2ccccc2F)CC1)C1CCN(S(=O)(=O)c2cccs2)CC1
 : -5%	i	u	20%	-20%	-30%	-2%	-0.3%	0.0
O=C1CCCCN1CCC(=O)N1CCCC(Nc2ccc(F)c(F)c2)C1 (centres undefined)
 : -1%	i	9%	2%	12%	14%	-8%	0.3%	-3.4
CC(C)OC(=O)CC1C(=O)NCCN1C(=S)NC(=O)c1ccccc1 (centres undefined)
 : -16%	i	-11%	-3%	x	-4%	-4%	4.8%	-2.2
Cc1ccc(Sc2c(C(=O)NCc3cccc(F)c3)[nH]c3ccccc23)cc1
 : 0%	i	-21%	x	-6%	-17%	-11%	-0.5%	x
O=C(NCC1CCCO1)C(=O)N/N=C/c1ccc(OCc2ccccc2Cl)cc1 (centres undefined)
 : -3%	i	18%	5%	6%	-9%	-25%	-0.7%	-1.1
CN1CCN(C(=O)c2cc3c(c(-c4cccc(C#CC(C)(C)O)c4)n2)[C@H](CCO)N(S(=O)C(C)(C)C)C3)CC1 (some centres undefined)
 : x	i	x	5%	-3%	1%	-2%	0.1%	-0.8
C=CC[n+]1c(-c2ccc(C)cc2)csc1NNC(=O)Nc1ccccc1
 : -9%	i	18µM*	13%	-3%	-30%	11µM*	u	-1.3
O=C(C1=COCCO1)N1CCN(S(=O)(=O)c2cccc(F)c2)CC1
 : 5%	i	6%	7%	1%	-2%	11%	0.4%	0.8

Structures listed so far containing a furan ring, fused or not, in the order listed:
Below each compound – A549 tox	S2 tox	Nrf2 inh	EPAC2 agonist	ATXN2 expr inh	HepG2 tox	TGFb SMAD3 inh	Nrf2 activator	IL2 activator
COc1ccc(C2C(C(=O)c3ccco3)=C(O)C(=O)N2c2nnc(C)s2)cc1 (centres undefined)
 : -28%	x	-3%	-5%	11%	2%	0%	0.3%	-2.0
COc1ccc(N(C(=O)Cn2nnc3ccccc32)C(C(=O)NCc2ccco2)c2cccnc2)cc1 (centres undefined)
 : 13%	i	37%	3%	-8%	7%	4%	0.0%	0.3

Arranged by value in EPAC2 agonist (falling): 3 from the list above
compound | EPAC2 agonist
COc1ccc(N(C(=O)CCl)C(C(=O)NCCc2ccccc2)c2cccs2)cc1 (centres undefined) | 3%
CC(=O)c1cccc(NC(=O)Nc2ccc3c(c2)CCC3)c1 | 0%
CSCCC(NC(=O)C12CC3CC(CC(C3)C1)C2)C(=O)OCC(=O)c1ccc(Cl)cc1 (centres undefined) | -5%

Further entries:
Below each compound – A549 tox	S2 tox	Nrf2 inh	EPAC2 agonist	ATXN2 expr inh	HepG2 tox	TGFb SMAD3 inh	Nrf2 activator	IL2 activator
COCCNC(=S)N/N=C(\C)c1ccc(OC)cc1
 : 13%	i	2%	-4%	5%	-1%	u	-0.3%	-2.0
O=C(NCC1CCN(C(=O)c2ccc([N+](=O)[O-])cc2)CC1)C(=O)Nc1ccccc1
 : 1%	i	-24%	-6%	-16%	-4%	3%	0.0%	-0.8
CCC(C)(C)n1nnnc1C(c1cccc(C#N)c1)N1CCN(c2cc(C)ccc2C)CC1 (centres undefined)
 : 18%	i	29%	7%	-11%	-1%	12%	-0.6%	-0.5
NC(=O)CSC1=Nc2ccccc2C2=NC(CCC(=O)NCc3ccc(F)cc3)C(=O)N12 (centres undefined)
 : -1%	i	-1%	-11%	0%	-32%	5%	0.2%	0.0
CCCCN(C(=O)CSCC(=O)Nc1cccc(C)c1)c1c(N)n(CCCC)c(=O)[nH]c1=O
 : 3%	i	-20%	-4%	12%	-9%	-5%	-0.6%	-1.5
O=C(COC(=O)/C=C/c1cccc(Br)c1)NC1CCCCC1
 : 3%	i	10%	2%	x	-6%	9%	0.2%	0.7
O=C(NNC(=O)c1cc2cc(Br)ccc2oc1=O)c1ccc(O)cc1
 : 0%	i	9%	2%	2%	0%	4%	0.1%	-0.9
COc1ccc(NC(=O)COC(=O)c2ccco2)c([N+](=O)[O-])c1
 : 0%	i	6%	-3%	3%	4%	0%	0.5%	-2.3
Cc1nn(-c2ccccc2)c2sc(C(=O)NCCN3CCOCC3)cc12
 : 13%	i	13%	-17%	-4%	-6%	6%	2.8%	0.0
